Assay outcomes (PubChem BioAssay)
ELG1 genotoxic: inducers of genotoxicity in HEK293T ELG1-luciferase cells; HEK293T ELG1-luciferase reporter, luminescence, 16 h; Potency, µM (series often up to 46 µM), without a hit: at the top dose activity change, positive = activation, actives largely listed as activators; 1.3% of 330,000 active; also: % of control where 0% means no effect; nearly all actives have a fitted effect of over 60% in size
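HEK293T cells expressing luciferase-tagged ELG1 were exposed to compound or DMSO vehicle for 16 hr at 37 °C and 5% CO2. Luciferase activity was then measured with ONE-Glo after 30 min at room temperature.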
Rab9 prom act: Rab9 promoter activation. Huh7 Rab9 promoter-luciferase reporter, luminescence, 24 h. Potency, µM (series often up to 9.22 µM), for the others: at the highest dose activation, negative = inhibition, usual class: activators. 2.8% of 320,000 active. AID 485297; also: % of control where 0% means no effect; nearly all actives have a fitted effect of over 60% in size
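Using Huh7 cells stably transfected with Rab9 promoter–luciferase, compounds were incubated 24 h at 37 °C, 5% CO2; luciferase luminescence was read 10 min after reagent addition.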
Gal4-VP16 FLuc: counter-screen for ROR gamma inhibitors: Gal4-VP16 reporter; AID 2546; Drosophila S2 Gal4-VP16 UAS-luciferase, luminescence, 20 h; 3.5% of 310,000 active; Potency, µM (titrated, usually from 53.6 µM), without a hit: at the highest dose activity, negative = inhibition, most hits filed as inhibitors;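 also: Gal4-VP16 expression switched on by copper sulfate through the metallothionein promoter; % is scaled to controls: 0 for no effect and ±100 for the full control effect; nearly all actives have a fitted effect of over 50% in size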
RORg inh: blocks mouse ROR gamma transcriptional activity; P51450; Drosophila S2 Gal4-RORgamma UAS-luciferase reporter, 20 h; Potency, µM (titrated, usually from 53.6 µM), for the others: top-dose activity change, negative = inhibition, usual class: inhibitors; 5.4% of 310,000 active; AID 2551; also: % is scaled to controls: 0 for no effect and ±100 for the full control effect; nearly all actives have a fitted effect of over 60% in size
Target sequence (P51450 whole entry, looked up, the tested form may be a part): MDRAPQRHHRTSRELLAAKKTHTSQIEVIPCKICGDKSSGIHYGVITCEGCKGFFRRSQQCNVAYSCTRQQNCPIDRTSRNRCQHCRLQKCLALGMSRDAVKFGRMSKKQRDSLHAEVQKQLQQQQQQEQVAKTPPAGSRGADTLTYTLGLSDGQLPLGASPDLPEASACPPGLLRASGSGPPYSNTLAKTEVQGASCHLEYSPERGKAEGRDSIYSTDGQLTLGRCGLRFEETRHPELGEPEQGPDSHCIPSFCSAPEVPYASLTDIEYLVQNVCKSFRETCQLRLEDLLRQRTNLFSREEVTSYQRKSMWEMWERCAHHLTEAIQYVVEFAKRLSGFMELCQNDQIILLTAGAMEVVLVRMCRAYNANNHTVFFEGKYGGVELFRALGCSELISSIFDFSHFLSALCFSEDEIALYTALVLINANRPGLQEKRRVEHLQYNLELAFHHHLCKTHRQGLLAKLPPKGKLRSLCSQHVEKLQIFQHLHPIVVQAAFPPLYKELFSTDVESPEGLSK
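Stable Schneider cell line, Gal4 DNA-binding domain fused to ROR gamma, UAS-luciferase. Cmpd 1 hr RT → CuSO4 700 uM final → 20 hr RT → luciferase reagent 10 min → luminescence.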
p53 reactivator: re-activators of mutant p53; AID 504706; H1299 p53-A138V BP100-luciferase reporter, luminescence, 24 h; 0.063% of 320,000 active; Potency, µM (titrated, usually from 92.2 µM), for the others: top-dose activity change, positive = activation, most hits filed as activators; also: % of control where 0% means no effect; nearly all actives have a fitted effect of over 45% in size
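p53-null H1299 cells stably carrying temperature-sensitive p53-A138V and a BP100-luciferase reporter were pinned with compounds (4-point, 1:5 series) and held 24 hrs at 37 deg C. Luminescence was read 10 min after detection reagent.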
CXXC DNA block: MLL CXXC-DNA interaction inhibition | Q03164 | MLL-CXXC / FITC-HOXA9 DNA fluorescence polarization | Potency, µM (series often up to 115 µM), for inactives: top-dose activity change, negative = inhibition, usual class: inhibitors | 0.037% of 290,000 active; active = well fitted inhibition curve with a large enough effect in the polarisation, with a control signal flat, not every such curve was filed as active; inconclusive = small, poorly fitted or top-dose-only effect, or effect the other way, or a change in a side signal; inactive = no such curve, though single readings can be large or run the other way; the % refers to the polarisation
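Purified MLL-CXXC (added from a 7 uM solution) was preincubated 5 min at ambient with pinned compounds in 50 mM Tris-HCl pH 7.5, 50 mM NaCl, 1 mM DTT, 0.05% BSA. Fluorescein-labeled HOX-A9 DNA (50 nM solution) followed, 30 min, then polarization read.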
FLuc counter: firefly luciferase modulation, counter-screen for miR-21 project; P08659; purified FLuc, Km substrates, luminescence inhibition; Potency, µM (highest dose often 57.5 µM), inactives show at the highest dose activity change, negative = inhibition, hits mostly inhibitors; 6.9% of 360,000 active; AID 588342;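 also: plate controls were vehicle for no effect and reference inhibitor for full effect; nearly all actives have a fitted effect of over 55% in size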
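Purified P. pyralis luciferase (10nM final) with 10uM D-luciferin and 10uM ATP (Km levels) in 50mM Tris acetate pH 7.5, 10mM Mg acetate, 0.01% Tween-20, 0.05% BSA; qHTS 6-point titration, ~60 µM downward; luminescence read.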
NPC1 promoter act: activators of NPC1 promoter. AID 485313. Huh7 NPC1 promoter luciferase reporter, 24 h. Potency, µM (top dose mostly 9.22 µM), without a hit: top-dose activation, most hits filed as activators. 2.4% of 320,000 active;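 also: % of control where 0% means no effect; nearly all actives have a fitted effect of over 60% in size; reporter is driven by a mutant NPC1 promoter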
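Huh7 cells stably carrying NPC1 promoter–luciferase, plated in Opti-MEM with 10% FBS for 2 h, were exposed to compound in DMSO for 24 h at 37 °C; luciferase reagent was added for 10 min and luminescence read.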
BRCA1 expr act: activators of BRCA1 expression; MCF7-BRCA1-FFLuc reporter, luminescence, 48 h; response scale: scaled: vehicle 0%, 10 µM genistein 100%; 1.1% of 380,000 active; AID 624202; Potency, µM (top dose mostly 46.1 µM), without a hit: at the highest dose activation, actives largely listed as activators; also: nearly all actives have a fitted effect of over 80% in size; some results filed as inactive show a strong effect at the top dose
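Quantitative HTS in MCF7 cells stably reporting BRCA1 expression via firefly luciferase. Compound treatment lasts 48 h at 37 °C in phenol-red free MEM. Activation is expressed relative to genistein at 10 microM and DMSO.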
uPA generation: inhibitors of cell surface uPA generation. 0.31% of 330,000 active. cell surface uPA generation assay, qHTS. Potency, µM (titrated, usually from 38.3 µM), inactives show top-dose activity change, negative = inhibition, most hits filed as inhibitors; active = well fitted inhibition curve with a large enough effect; inconclusive = small, poorly fitted or top-dose-only effect; inactive = no such curve, though single readings can be large or run the other way; tested in mouse RAW 264.7 cells; also: % is scaled to controls: 0 for no effect and ±100 for the full control effect; nearly all actives have a fitted effect of over 55% in size
MBNL1-CUG inh: MBNL1-poly(CUG) RNA binding inhibition. Q9NR56. TR-FRET MBNL1-His/biotin-(CUG)12 binding, 665/545 ratio. Potency, µM (titrated, usually from 57.5 µM), without a hit: top-dose activity change, negative = inhibition, usual class: inhibitors. 0.036% of 280,000 active. AID 2675; active = well fitted inhibition curve with a large enough effect in the signal ratio, with a control signal flat, not every such curve was filed as active; inconclusive = small, poorly fitted or top-dose-only effect, or effect the other way, or a change in a side signal; inactive = no such curve, though single readings can be large or run the other way; the % refers to the signal ratio; also: % is scaled to controls: 0 for no effect and ±100 for the full control effect
Target sequence (Q9NR56 whole entry, looked up): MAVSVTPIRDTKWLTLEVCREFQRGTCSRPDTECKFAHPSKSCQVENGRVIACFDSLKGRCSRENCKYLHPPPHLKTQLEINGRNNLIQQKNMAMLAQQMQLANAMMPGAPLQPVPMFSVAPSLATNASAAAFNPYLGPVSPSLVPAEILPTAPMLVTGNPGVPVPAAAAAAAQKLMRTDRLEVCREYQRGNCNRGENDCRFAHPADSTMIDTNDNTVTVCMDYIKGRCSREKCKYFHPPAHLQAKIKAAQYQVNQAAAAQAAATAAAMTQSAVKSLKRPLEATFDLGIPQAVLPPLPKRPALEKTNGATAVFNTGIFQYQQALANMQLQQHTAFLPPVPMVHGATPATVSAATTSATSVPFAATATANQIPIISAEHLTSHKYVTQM
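Compounds (final 92 nM to 58 uM) are added to His-tagged MBNL1 and biotin-(CUG)12, then terbium anti-His antibody and streptavidin-XL665 (5 nM final). After 60 min at room temperature, the 665/545 nm ratio is read.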
Numbers without * were called inactive; ? = inconclusive; nt = no result given; & = joins results of further samples; [ ] = another dose, or the depositor's remark. Unless noted, calls follow the shape of the dose curve; as a rule, active = well fitted curve in the direction sought with a large enough effect; inconclusive = small, poorly fitted or top-dose-only effect, or another doubt; inactive = no such curve, though single readings can be large; an effect the other way counts as inactive or inconclusive. Potency is read from the fitted curve at half-maximal effect. Only part of the results is shown. The share of hits here may be higher or lower than overall.

Values run as follows: uPA generation, p53 reactivator, BRCA1 expr act, ELG1 genotoxic, NPC1 promoter act, Gal4-VP16 FLuc, CXXC DNA block, FLuc counter, MBNL1-CUG inh, Rab9 prom act, RORg inh
CCC(=O)Nc1ccc(C(=O)COC(=O)CCN2C(=O)C3CC=CCC3C2=O)cc1 (stereo not given)
 : 0%, 4%, -14%, 1%, 1%, nt, nt, -5%, nt, -6%, nt
COc1ccc(N2CCN(C(=O)CCNS(=O)(=O)c3ccc(Br)s3)CC2)cc1
 : 7%, -15%, -23%, -16%, -1%, 2%, -3%, -2%, -6%, -7%[1.84 µM], ?
CC1=NCCN1S(=O)(=O)c1ccc(Br)c(C)c1
 : -2%, 0%, -21%, -1%, -3%, 0%, 1%, -4%, -2%, 0%, 11%
COc1ccc(CN(C)C(=O)c2ccc(OCC(=O)N3CCOCC3)c(OC)c2)cc1
 : 1%, ?, 29%, 6%, -7%, nt, nt, ?, nt, 18%, nt
CCOc1ccc2nc(SCC(=O)NC3CCCc4ccccc43)sc2c1 (stereo not given)
 : 2%, -6%, -35%, 2%, -2%, -5%, 6%, -2%, -11%, 0%, 27%
COc1ccc(N2CCN(S(=O)(=O)c3ccc(OC)c(C(=O)N4CCOCC4)c3)CC2)cc1
 : -1%, -6%, 1%, -3%, -5%, 0%, 37%[activator], 0%, -4%, -3%, -11%
Cc1cccc(-c2noc(CCC(=O)NC3CCCC3)n2)c1
 : 0%, 3%, 12%, 4%, 12%, -2%, 4%, -10%, -4%, 11%, 8%
Cc1cc(=O)oc2cc(OCC(=O)OC(C)C(=O)NC3CCCC3)ccc12 (stereo not given)
 : 2%, -1%, -11%, 2%, 0%, -5%, -3%, -1%, -3%, -2%, -2%
O=C1CCC[C@@H]2Cc3[nH]c4c(Cl)ccc(Cl)c4c3[C@@H]3CCN1[C@H]23
 : -12%, nt, 1%, -4%, -3%, 6%, 0%, -2%, 8%, 1%, 11%
Cc1ccc(F)cc1NC(=O)Cc1ncc(C(F)(F)F)cc1Cl
 : 4%, -5%, -5%, 3%, 1%, -3%, 5%, -2%, ?, 2%, 27%
COc1cc(/C=C(\C#N)c2nc3ccccc3[nH]2)ccc1O
 : -29%, nt, 8%, -5%, ?, 4%, ?, 4.8µM*, ?, ?, 15%
O=C(O)COc1ccc(/C=N/NC(=O)c2cccc3ccccc23)cc1
 : 0%, 2%, -10%, 0%, -6%, -1%, ?, ?, ?, -4%[1.84 µM], -2%
CC1CCc2[nH]c3ccc(C(=O)N(C)CC(=O)Nc4ccc(F)cc4)cc3c2C1 (stereo not given)
 : 3%, -21%, -9%, -5%, 2%, 3%, -6%, -2%, -2%, 3%, ?
CC(=O)c1cc(CC=C(C)C)c(O)cc1O
 : -5%, 8%, 26%, -3%, 1%, 0%, -1%, -1%, -3%, 2%, ?
O=C1NCCCCC1NS(=O)(=O)c1ccc(F)c(F)c1 (stereo not given)
 : 10%, 10%, -7%, 1%, 2%, -6%, -1%, -2%, nt, -5%, 13%
Cc1cc(NC(=O)CSc2ccc3nnc(CCNS(=O)(=O)c4ccccc4)n3n2)no1
 : 3%, -1%, 5%, 0%, 1%, 1%, 3%, 1%, -10%, -5%, -1%
COc1ccc(C)cc1NC(=O)COC(=O)c1ccccc1SCC(=O)N1CCCC1
 : -2%, 1%, -28%, -3%, -6%, nt, nt, 6%, nt, -3%, nt
Cc1noc(C)c1CSCC(=O)N(C)CC(=O)Nc1ccc(F)c(F)c1F
 : -1%, -10%, -14%, 0%, -1%, nt, nt, 3%, nt, -1%, nt
CN(c1ccc([N+](=O)[O-])cc1C(=O)Nc1ccccc1)C1CCCCC1
 : nt, 1%, -13%, -1%, -2%, 26%, 15%, 1%, ?, 0%, 7%
COC(=O)[C@@H]1C[C@@H](C(=O)O)[C@H](C)C1(C)C
 : 3%, -3%, -12%, -9%, -1%, nt, nt, 1%, nt, 2%, nt

Brought forward from above: 4 compounds; new compounds follow.
Values run as follows: uPA generation, p53 reactivator, BRCA1 expr act, ELG1 genotoxic, NPC1 promoter act, Gal4-VP16 FLuc, CXXC DNA block, FLuc counter, MBNL1-CUG inh, Rab9 prom act, RORg inh
COc1ccc(C)cc1NC(=O)COC(=O)c1ccccc1SCC(=O)N1CCCC1
 : -2%, 1%, -28%, -3%, -6%, nt, nt, 6%, nt, -3%, nt
Cc1noc(C)c1CSCC(=O)N(C)CC(=O)Nc1ccc(F)c(F)c1F
 : -1%, -10%, -14%, 0%, -1%, nt, nt, 3%, nt, -1%, nt
CN(c1ccc([N+](=O)[O-])cc1C(=O)Nc1ccccc1)C1CCCCC1
 : nt, 1%, -13%, -1%, -2%, 26%, 15%, 1%, ?, 0%, 7%
COC(=O)[C@@H]1C[C@@H](C(=O)O)[C@H](C)C1(C)C
 : 3%, -3%, -12%, -9%, -1%, nt, nt, 1%, nt, 2%, nt
COC(=O)c1cn(CC(=O)N2CCCCCC2)c2ccccc12
 : -6%, -6%, 1%, -1%, -2%, -5%, 1%, 3%, -3%, -2%, 27%
Cc1ccc(-c2cc(-c3ccco3)c3c(N)c(C(=O)NN)oc3n2)cc1
 : 6%, -2%, -56%, -4%, 2%, -26%, ?, -3%, ?, -5%, 1%
CCc1ccc(S(=O)(=O)N2CCN(C(=O)C3CCN(C(C)=O)CC3)CC2)cc1
 : -10%, -1%, -14%, 4%, -1%, 2%, 11%, 5%, -4%, -7%[1.84 µM], 31%
Cc1ccc(S(=O)(=O)N/N=C/c2ccc(C#N)cc2)cc1
 : -7%, -1%, -19%, 0%, -1%, -8%, 45%[activator], 2%, ?, -4%, 9%
NC(=O)CCC(=O)N1CCCC(C(=O)c2ccc(C(F)(F)F)cc2)C1 (stereo not given)
 : -1%, nt, -13%, -1%, -1%, -3%, -2%, -1%, 0%, -2%, 6%
CCOC(=O)N1CCC(NC(=O)CSCc2nc(-c3ccc(OCC)cc3)oc2C)CC1
 : -3%, -2%, 0%, -9%, -1%, -4%, -1%, -18%, -8%, -1%, 4%
COc1ccc(/C=N\NC(=O)C2=NNC(=O)C2C)cc1 (stereo not given)
 : -13%, 7%, 2.8µM*, ?, ?, 3.2µM*, -7%, 6µM*, 13%, ?, 13µM*
Cc1ccccc1CNC(=O)C1CCCN(c2cnccn2)C1 (stereo not given)
 : 17%, -5%, -15%, -1%, 2%, -7%, 10%, 2%, -6%, 0%, 4%
Cc1c(C(=O)N2CCCCC2)c(S(=O)(=O)N(C)Cc2ccccc2)c(C)n1C
 : 17%, 2%, -7%, 0%, 0%, 1%, -7%, 1%, 4%, 6%, -25%
COc1ccc(-c2nnc3ccc(SCC(=O)N4CCOCC4)nn23)cc1
 : -3%, 3%, 8%, 0%, -6%, -1%, 6%, -1%, ?, -4%, 13%
COc1cc(N=Cc2c(O)[nH]c3ccccc23)cc(OC)c1OC
 : -12%, -7%, -49%, 0%, -10%, -16%, -6%, -18%, ?, -5%, -7%
CN=CC1=C(O)c2ccccc2C1=O
 : -5%, 21%, 17%, 11%, 4%, -6%, 2%, 3%, 15%, 0%, 15%
COc1cc2cc(C(c3nnnn3Cc3ccc(F)cc3)N3CCCCCC3)c(=O)[nH]c2cc1OC (stereo not given)
 : nt, 7%, -24%, -2%, 1%, -1%, 17%, 0%[2.3 µM], ?, 0%, 2%
Cn1c(=O)c2[nH]c(-c3ccccc3)c(O)c2n(C)c1=O
 : -1%, 1%, -4%, 3%, -2%, 4%, 8%, ?, 18%, 0%, ?
Cc1[nH][nH]c(=O)c1C(c1ccc(-c2cccc(C(=O)O)c2)o1)c1c(C)[nH][nH]c1=O
 : 0%, 4%, ?, 14%, 20%, -3%, 16%, 15µM*, 3%, ?, 6%
CN(C)S(=O)(=O)Oc1ccsc1C(=O)Nc1ccc(Br)cc1
 : -3%, 3%, -41%, -4%, -4%, -6%, 7%, -9%, 4%, -1%, -23%
Cc1nc2scc(C)n2c(=O)c1S(=O)(=O)Nc1ccc(N2CCN(C(=O)C(C)C)CC2)cc1
 : ?, -10%, -14%, -5%, 0%, -12%, 12%, 1%&-1%, -2%, -6%, 30%
Cc1cccc(-c2n[nH]c(=S)n2/N=C/C=C/c2ccco2)c1
 : 11%, -2%, -21%, 0%, 0%, -14%, 6%, -5%, 6%, -5%, ?
CCn1c(=O)c(C(=O)CN2CCN(S(=O)(=O)c3ccccc3)CC2)c(N)n(Cc2ccccc2)c1=O
 : 3%, 10%, -25%, -1%, -1%, -9%, -5%, 0%, -3%, -8%, 41%
